From PubChem
NCI-60 one-dose screen, 48 h, at 10 µM unless noted. Numbers give growth in % (100 = growth as untreated, 0 = no growth, -100 = all killed).
SNB-19: SNB-19 CNS cancer cells; hit rate 2.5% among 81,000; AID 1794751
HCT-116: HCT-116 colon cancer; hit rate 7.3% among 82,000
HT29: HT29 colon cancer; AID 1794748; hit rate 7.4% among 81,000
COLO 205: COLO 205 colon cancer | hit rate 7.3% among 79,000 | AID 1794742
KM12: KM12 colon cancer cells; hit rate 5% among 82,000
HCC-2998: HCC-2998 colon cancer. hit rate 4.7% among 79,000
HCT-15: HCT-15 colon cancer | hit rate 5.2% among 82,000 | AID 1794746
SW-620: SW-620 colon cancer; hit rate 5.2% among 82,000; AID 1794795
SNB-75: SNB-75 CNS cancer | hit rate 5% among 79,000 | AID 1794750
Starred values were filed as active, the others as inactive; · = not tested or not shown; & = joins results of further samples. How the source made its calls: active means growth percent below 10; inactive means the rest.

Preview, 2 compounds:
molecule	SNB-19	HCT-116	HT29	COLO 205	KM12	HCC-2998	HCT-15	SW-620	SNB-75
Fc1ccc(-c2ncnc3c2ncn3CC#CCn2cnc3c(-c4ccc(F)cc4)ncnc32)cc1	94	101	113	105	100	·	92	98	99
CC(C)(C)n1nnnc1C(Nc1ccc(F)cc1)c1cc2cccc3ccc4cccc1c4c32 (centres undefined)	84	50	62	94	88	104	72	84	110

The whole of this part, previewed entries included:
molecule	SNB-19	HCT-116	HT29	COLO 205	KM12	HCC-2998	HCT-15	SW-620	SNB-75
Fc1ccc(-c2ncnc3c2ncn3CC#CCn2cnc3c(-c4ccc(F)cc4)ncnc32)cc1	94	101	113	105	100	·	92	98	99
CC(C)(C)n1nnnc1C(Nc1ccc(F)cc1)c1cc2cccc3ccc4cccc1c4c32 (centres undefined)	84	50	62	94	88	104	72	84	110
COc1ccc(C(=O)C(O)c2ccc(OC)cc2)cc1 (centres undefined)	111&109	93&102	111&106	108&110	100&110	108&111	107&110	107&105	94&98
Nc1ccc(F)cc1	107	111	111	115	107	105	127	106	84
COc1ccc(C2=NN(C(C)=O)C(c3ccc(Cl)cc3)C2)cc1S(N)(=O)=O (centres undefined)	93	102	101	104	100	108	98	97	78
O=[N+]([O-])c1nccn1CCCCCCCCCCCN1CCOCC1	100	100	95	116	104	109	96	106	82
O=C(Oc1cccc2cccnc12)c1ccccc1	108&94	102&33	100&87	106&85	104&101	104&108	101&78	104&50	96&85
O=C(OC12CC3CC(CC(C3)C1)C2)c1ccc(NCc2cc(O)ccc2O)cc1	5.2*	-83*	-19*	-71*	-61*	-74*	-42*	-54*	-39*
C=C1CC[C@H]2[C@@](C)(CCC(=O)[C@@]2(C)COC(C)=O)[C@@H]1COc1ccc2ccc(=O)oc2c1	93	101	100	116	102	108	99	103	72
CCCCc1c(Nn2cnnn2)no[n+]1[O-]	72	38	59	61	62	79	33	58	49
CC(=O)OCC1OC(n2cnc3c(=O)[nH]cnc32)C(OC(C)=O)C1OC(C)=O (centres undefined)	104&99	102&102	96&111	103	106&166	112&97	103&116	100&112	73&107
CSc1nc(N)c2[nH]cnc2n1	108	109	106	108	103	107	105	101	101
NS(=O)(=O)c1ccc(NC(=O)N=Nc2c(O)n(Cc3ccc(F)cc3)c3ccccc23)cc1	100	77	88	113	87	89	66	84	99
O=C(C(=O)N1CCOCC1)c1ccc(OC2OC(CO)C(O)C(O)C2O)cc1 (centres undefined)	102	105	100	·	112	127	104	105	90
Cc1n[nH]c(C)c1Br	98	102	101	109	100	104	101	100	93
CCOC(=O)c1ccc(NC(C#N)=C(C#N)C#N)cc1	102	86	82	116	104	98	103	104	92
O=C(/C(Cl)=N/O)c1ccccc1	111	97	103	100	103	104	101	115	92
Cc1cc(=NO)cc(C)n1O	103	97	114	113	110	120	113	100	93
COc1ccc(NCc2cn(-c3ccc(C(=O)O)cc3)nc2-c2ccccc2)cc1	98	105	103	111	92	102	95	99	82
CC1=Nc2nc(=NCCCN(C)C)nc3cccc(n23)N1	·	105	94	120	102	125	99	101	95
C#Cc1ccccc1NC(=O)c1sc2nc3c(cc2c1N)CCCCCC3	77	76	36	47	43	104	70	28	39
O=C(C1=Cc2cc3ccccc3n2Cc2cnnn21)c1ccc(O)cc1	63	46	27	76	30	84	37	29	31
Clc1cccc(Cn2cc(CSc3nc4ccccc4s3)nn2)c1	98	102	104	110	97	102	98	103	97
CCCCCC(=O)Oc1ccc(/C(=C(/C)Cc2ccc(OC)cc2)c2ccc(OCCCN(C)C)cc2)cc1	84	56	11	56	74	69	25	82	77
CCCCCCn1c(-c2ccc(-c3nc(-c4ccc5c(c4)OCO5)no3)cc2)nc(-c2ccccc2)c1-c1ccccc1	98	90	98	113	103	106	99	95	106
Cc1ccnc(NS(=O)(=O)c2ccc(Nc3ccnc(SCC(=O)c4ccc(F)cc4)n3)cc2)n1	98	99	114	111	101	112	105	105	111
CCCN1CCN(C(=S)SC(SC(=S)N2CCN(CCC)CC2)C(=O)c2nnn(-c3ccc(Cl)cc3)c2C)CC1	96	88	84	102	88	107	94	101	105
Cc1n(Cc2ccc3ccccc3c2)cc[n+]1Cc1ccc2ccccc2c1	2.0*	6.1*	1.3*	-57*	-9.9*	7.4*	85	19	1.1*
COC(=O)c1ccc2[nH]c(O)c(C(=Nc3ccc(N(C)C(=O)CN4CCN(C)CC4)cc3)c3ccc(OC)cc3)c2c1	32	3.0*	20	0.9*	13	31	10	4.3*	6.7*
CC/C(=C(/c1ccc(Cl)cc1)c1ccc(OCCCN(C)C)cc1)c1ccc(OC)cc1	83	47	1.7*	-65*	32	17	13	4.6*	81
O=c1cc(-c2cccc(F)c2)oc2ccccc12	90	97&102	97&92	109	102&103	91&103	101&101	103&101	97&75
CCN(CC)CCNCC(O)Cc1ccc(OC)cc1 (centres undefined)	99	82	77	111	106	101	112	103	110

Pulled by structure from the list above:
molecule	SNB-19	HCT-116	HT29	COLO 205	KM12	HCC-2998	HCT-15	SW-620	SNB-75
CCCCCCn1c(-c2ccc(-c3nc(-c4ccc5c(c4)OCO5)no3)cc2)nc(-c2ccccc2)c1-c1ccccc1	98	90	98	113	103	106	99	95	106
Cc1n(Cc2ccc3ccccc3c2)cc[n+]1Cc1ccc2ccccc2c1	2.0*	6.1*	1.3*	-57*	-9.9*	7.4*	85	19	1.1*
CCN(CC)CCNCC(O)Cc1ccc(OC)cc1 (centres undefined)	99	82	77	111	106	101	112	103	110
Cc1ccnc(NS(=O)(=O)c2ccc(Nc3ccnc(SCC(=O)c4ccc(F)cc4)n3)cc2)n1	98	99	114	111	101	112	105	105	111
COC(=O)c1ccc2[nH]c(O)c(C(=Nc3ccc(N(C)C(=O)CN4CCN(C)CC4)cc3)c3ccc(OC)cc3)c2c1	32	3.0*	20	0.9*	13	31	10	4.3*	6.7*
CC/C(=C(/c1ccc(Cl)cc1)c1ccc(OCCCN(C)C)cc1)c1ccc(OC)cc1	83	47	1.7*	-65*	32	17	13	4.6*	81
CCCN1CCN(C(=S)SC(SC(=S)N2CCN(CCC)CC2)C(=O)c2nnn(-c3ccc(Cl)cc3)c2C)CC1	96	88	84	102	88	107	94	101	105

(continued)
molecule	SNB-19	HCT-116	HT29	COLO 205	KM12	HCC-2998	HCT-15	SW-620	SNB-75
COc1ccc(-c2nn(-c3ccc(NC(=O)c4ccc(Cl)c(C(F)(F)F)c4)cc3)cc2-c2ccncc2)cc1Cl	43	16	-40*	-19*	15	9.7*	-26*	16	31
CCC(C)NC(=O)c1ccccc1 (centres undefined)	114	102	95	119	114	106	107	114	99
CCN(CC)C(=O)CCBr	100	97	106	106	101	101	90	103	106
O=C1CCC(N2Cc3cc(NC(=O)COc4ccccc4)ccc3C2=O)C(=O)N1 (centres undefined)	67	103	79	75	75	84	25	55	46
S=C=NP1(N=C=S)=NP(N=C=S)(N=C=S)=NP(N=C=S)(N=C=S)=NP(N=C=S)(N=C=S)=N1 (centres undefined)	109	99	93	118	102	102	103	108	81
C/C(=C(\c1ccc(OCCCN(C)C)cc1)c1ccc(OC(=O)c2ccccc2)cc1)c1ccc(Cl)cc1	105	81	75	115	105	98	109	101	103
C/C(=N\NC(=O)c1nc(N)n(-c2ccc(S(N)(=O)=O)cc2)n1)c1ccccc1	98	98	106	103	96	102	105	97	81
O=S(=O)(c1ccc(N=C2NN=C(c3c[nH]c4ccccc34)CS2)cc1)N1CCOCC1	99	78	55	115	71	76	69	99	93
COc1cc2c(cc1OC)-c1ccc3cc4c(cc3c1N(CCCn1ccnc1)C2)OCO4	17	20	28	·	76	83	96	39	13
c1ccc2[nH]c(-c3ccc(C4NCCc5c4[nH]c4ccccc54)cc3)nc2c1 (centres undefined)	100	96	94	98	103	107	107	99	89
Cc1nn(-c2c(F)c(F)c(F)c(F)c2F)c(C)c1N=Nc1ccccc1	98	87	94	87	97	106	93	115	89
CCNC(=O)c1ccccc1S(C)=O (centres undefined)	100	108	111	112	108	110	107	104	86
CC1CN(CCOC(=O)C(c2ccccc2)C2C=CCCC2)CC1C (centres undefined)	100	106	108	111	104	105	103	99	87
Cn1c(/C=C(\C#N)c2ccccc2)nc2c(N3CCOCC3)nc(Cl)nc21	57	-78*	-55*	·	-53*	-17*	-67*	-74*	-95*
O=Cc1cn(-c2ccc(C(=O)O)cc2)nc1-c1ccc(C(=O)O)cc1	105	107	94	111	109	106	111	109	87
COC(=O)Cc1cc(O)cc2oc(-c3ccc4c(c3N)OCO4)cc(=O)c12	91	88	90	108	97	111	107	89	83
CCN(CCO)c1cccc(C)c1	105	95	106	106	108	100	99	·	107
O=[N+]([O-])c1ccc(N/N=C/C=C/c2ccccc2)nc1	106	90	85	119	103	105	99	105	96
O=C(O)c1ccc(-n2c(-c3ccc(Cl)cc3)nc(-c3ccccc3)c2-c2ccccc2)cc1	105	·	97	108	103	96	103	106	97
Oc1ccc(Cl)cc1CNC1CCCCC1	106	100	·	103	111	87	106	106	102
O=C(O)c1cc2c(ncc3c(=O)n(-c4ccccc4)[nH]c32)s1	102	94	110	102	108	102	106	103	92
CCCCCCOC(=O)N1CCN(c2ccccc2)CC1	95	94	107	103	102	95	96	101	·
CC(=O)OCC1OC(n2ccc(=O)[nH]c2=O)CC1N=[N+]=[N-] (centres undefined)	102	105	112	110	103	117	103	112	86
CCC1(CC)NC(=O)c2c(c3ccc(Cl)c(Cl)c3n2C)C1C#N (centres undefined)	85	76	100	80	99	97	100	102	90
CCCCCCCCCCCCCCCCCCNC(=S)N/N=C/c1ccc(OC)c(OC)c1	94	97	100	104	97	101	88	99	88
COc1ccc(-c2cnc(-c3ccc(Cl)cc3)[nH]2)cc1OC	96	99	98	99	97	112	100	96	73
NC(Cc1ccccc1)C(=O)O (centres undefined)	98	93	111	117	110	97	100	102	95
CS(=O)(=O)n1ccc2nc(Cl)nc(Cl)c21	101	101	100	110	103	106	97	107	99
Cc1ccc(/C=C/C(=O)c2ccc(NC(=O)N3CCN(c4cc5c(cc4F)c(=O)c(C(=O)O)cn5C4CC4)CC3)cc2)cc1	101	108	103	115	104	112	100	104	94
CCOC(=O)c1cnn2c(-c3ccccc3O)nc(SCC)nc12	75	85	75	·	95	95	103	95	95
CN1C(=O)N(c2ccccc2)C2C1NN=c1s/c(=C\c3ccc(Br)cc3)c(=O)n12 (centres undefined)	99	97	105	110	98	113	96	88	·
c1coc(C2OCCO2)c1	103	97	100	108	107	110	101	97	90
O=C(/C=C/c1cccc(O)c1)Oc1ccc(/C=C/c2cc(OC(=O)/C=C/c3cccc(O)c3)cc(OC(=O)/C=C/c3cccc(O)c3)c2)cc1	98	96	64	93	96	102	101	97	86
CC(C)C(N)C(=O)Nc1nncs1 (centres undefined)	102	98	109	114	102	104	111	92	90
Cc1nc(-n2nc(C#N)c(C#N)c2N)c(C#N)c(C#N)c1C	112	96	73	109	104	101	97	102	102
CCCCCCCCCCCCNc1ccc(S(=O)(=O)c2ccc(N)cc2)cc1	·	102	110	111	107	103	112	108	101
O=[N+]([O-])c1cc(F)ccc1Nc1ccc(F)cc1	112	97	104	131	103	109	104	107	101
CC[C@]12C=CCN3CC[C@@]4(c5ccc(OC)cc5N(C)[C@H]4[C@@](O)(C(=O)OC)[C@@H]1OC(=O)CCCN1CCOCC1)[C@@H]32	101	101	110	108	107	109	110	105	91
Cc1ccc(NS(=O)(=O)c2ccccc2)c(NS(=O)(=O)c2ccccc2)c1	95	94	102	98	103	106	104	95	91
